# MMP-13 inhibitor – human MMP13 inhibitors, primary screen, biochemical, FRET peptide cleavage | inhibition, % at 4 µM | hit rate 0.07% among 65,000 | MMP-13 fTHP FRET cleavage, Mca fluorescence;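 active = inhibition above the mean of compound-free control plate wells plus 3 SD, cut at about 14% in these data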;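 note: 0% = DMSO wells and 100% = wells with reference MMP-13 inhibitor after basal subtraction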
# 5HT1a ag – human 5-HT1a receptor agonists, primary screen, cell-based, CHO, Ga15 NFAT-bla reporter; 5-hydroxytryptamine receptor 1A (Homo sapiens), P08908; CHO 5-HT1a Ga15 NFAT-bla reporter, FRET ratio; 0% basal, 100% maximal reference agonist; activation, % at 10 µM; hit rate 0.56% among 65,000;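 active = activation above the screen-wide mean activation plus 3 SD, cut at about 19% in these data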;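 note: 0% = DMSO wells and 100% = 5-CT at EC100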
# Abs 340nm – compound light absorbance at 340 nm, profiling panel, artefact control, biochemical, MLSMR library, data from PS, PMK, MK assays. compound absorbance at 340 nm, fold over control. fold change at 10 µM. 65,000 tested, under 10 active. AID 708, 2007;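 active = at 10 µM dose, initial 340 nm absorbance at least 2 fold that of control wells; inactive = change under 2 fold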;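 note: initial absorbance extrapolated from kinetic A340 decline of NADH oxidation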
# Fluor 339 460 – intrinsic fluorescence of library compounds, ex339/em460 – biochemical, MLSMR library, data from DPM-DC assay, artefact control, profiling panel; compound autofluorescence, ex339/em460 nm, NADH buffer; active compounds read high; 1 = no-compound wells, NADH background; fluorescence fold increase at 10 µM; hit rate 5.5% among 65,000;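 active = at 10 µM, mean starting fluorescence two-fold or more over control wells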;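 note: signal is the first read of a kinetic run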
# RORa activator – activators of orphan receptor RORA, primary screen, cell-based, luminescence | hit rate 1.5% among 65,000 | activation, % at 10 µM | AID 560, 2006 | Nuclear receptor ROR-alpha (Homo sapiens), P35398 | CHO-K1 Gal4-RORA LBD luciferase reporter; percent increase over mock-subtracted basal signal;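 active = activation above the mean of all tested compounds plus 3 SD, cut at about 49% in these data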;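 note: 0% = DMSO-treated RORA cells and 100% = added signal equal to DMSO minus mock-transfected cells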
# NADH enzymes – inhibitors of PK/LDH coupling enzymes, profiling panel, artefact control, biochemical, MLSMR library | coupled PK/LDH NADH assays, four targets | hit rate 0.02% among 65,000 | IC50, µM (titrated, usually from 10 µM), for the others: at the top dose inhibition;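 active = single-dose screening hits from any of four coupled enzyme assays that gave an IC50 when retested across doses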;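 note: the DPM-DC format reads NADH fluorescence rather than 340 nm absorbance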
# TNAP act DEA – human TNAP enzyme activators, primary screen, biochemical, luminescent, intermediate phosphate acceptor level; purified TNAP, CDP-star luminescence, 100 mM DEA, 30 min; active compounds read high; scale: 0 levamisole-inhibited, 1 vehicle-only enzyme; activation factor at 20 µM; 64,000 tested, under 10 active; AID 813, 2007;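 active = activation factor of at least 2 at 20 µM, relative to controls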
# Target sequence (P05186 whole entry, looked up): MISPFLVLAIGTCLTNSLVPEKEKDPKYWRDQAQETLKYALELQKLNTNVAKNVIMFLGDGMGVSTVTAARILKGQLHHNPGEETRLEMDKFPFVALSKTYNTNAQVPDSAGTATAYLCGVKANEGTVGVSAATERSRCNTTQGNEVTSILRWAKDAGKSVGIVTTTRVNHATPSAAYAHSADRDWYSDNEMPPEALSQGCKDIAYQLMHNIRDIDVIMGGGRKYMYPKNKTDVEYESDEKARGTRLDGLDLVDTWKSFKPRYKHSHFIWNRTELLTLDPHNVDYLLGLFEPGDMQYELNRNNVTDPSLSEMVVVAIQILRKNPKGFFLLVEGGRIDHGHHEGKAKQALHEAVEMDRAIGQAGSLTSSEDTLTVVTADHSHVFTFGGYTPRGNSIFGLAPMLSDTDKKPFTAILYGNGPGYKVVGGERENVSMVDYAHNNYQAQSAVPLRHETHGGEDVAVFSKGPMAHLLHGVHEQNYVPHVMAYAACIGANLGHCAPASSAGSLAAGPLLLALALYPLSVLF
# 5HT1a antag – human 5-HT1a receptor antagonists, primary screen, cell-based, CHO, Ga15 NFAT-bla reporter; CHO 5-HT1a Ga15 NFAT-bla reporter, antagonist mode; 5-hydroxytryptamine receptor 1A (Homo sapiens), P08908; inhibition, % at 10 µM; hit rate 0.68% among 62,000;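 active = inhibition above the mean of all tested compounds plus 3 SD, cut at about 43% in these data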;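 note: receptor stimulated by 5-CT agonist at 100 nM near EC80; beta-lactamase reporter measured by ratiometric fluorescence of a cleavable substrate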
# SF-1 act – activators of human SF-1, primary screen, cell-based, CHO-K1, Gal4-SF-1 LBD, luciferase luminescence; Steroidogenic factor 1 (Homo sapiens), Q13285; hit rate 1.9% among 65,000; AID 522, 2006; activation, % at 10 µM; CHO-K1 Gal4-SF-1 LBD luciferase reporter; % increase over DMSO SF-1-specific signal;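 active = activation above the mean activation of all tested compounds plus 3 SD, cut at about 50% in these data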
# Target sequence (Q13285 whole entry, looked up, the tested form may be a part): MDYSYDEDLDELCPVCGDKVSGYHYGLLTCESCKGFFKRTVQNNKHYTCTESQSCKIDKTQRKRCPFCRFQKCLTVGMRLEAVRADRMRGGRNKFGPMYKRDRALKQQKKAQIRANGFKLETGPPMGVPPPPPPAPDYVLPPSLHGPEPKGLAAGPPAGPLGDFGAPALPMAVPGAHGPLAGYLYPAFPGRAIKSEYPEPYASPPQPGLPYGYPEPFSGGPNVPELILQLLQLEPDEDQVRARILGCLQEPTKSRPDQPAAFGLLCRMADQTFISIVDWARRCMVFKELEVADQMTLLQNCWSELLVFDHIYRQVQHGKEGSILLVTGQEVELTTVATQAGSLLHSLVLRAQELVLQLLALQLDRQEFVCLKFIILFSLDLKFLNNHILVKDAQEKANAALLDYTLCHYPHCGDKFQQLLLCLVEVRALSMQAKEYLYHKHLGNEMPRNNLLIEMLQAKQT
#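 Test system: CHO-K1 cells with Gal4–hSF-1 LBD chimera plus Gal4-driven luciferase; Input: 4,000 cells/well; Compound: 10 µM only; Times: 20 h compound treatment, 37 °C; Measured by: steady-glow luciferase luminescence, read after 15 min reagent incubation; Measure: percent activation versus DMSO; Control set: DMSO and mock-transfected background; Replicates: one test per compound.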
# The depositor's hits bear a star; / = not tested or not shown; [ ] = remark or other dose. Rows were taken by chance, and some 8.9% of all compounds hit somewhere here.
SMILES,MMP-13 inhibitor,5HT1a ag,Abs 340nm,Fluor 339 460,RORa activator,NADH enzymes,TNAP act DEA,5HT1a antag,SF-1 act
COC(=O)CSc1ccccc1C(=O)OC,-12.2,-0.8,1.02,1.58,2.5,10.0%,1,-5.8,8.6
COCCN1C(=O)C(=O)/C(=C(/O)c2cccc(OC)c2)C1c1ccc(C)o1 (configuration not stated),-1.6,1.1,1.14,1.12,-18.4,4.0%,1,7.7,-3.4
O=C(c1ccco1)N1CCN(Cc2nnnn2CCc2ccccc2)CC1,-2.6,-2.3,1.01,1.05,-35.5,10.0%,1,-8.3,5.0
Cc1cc(C)cc(NC(=O)C2CCCN(c3nccc(C)n3)C2)c1 (configuration not stated),-5.4,-0.3,0.97,1.16,-22.0,3.0%,1,17.7,-9.9
Cc1cc(NC(=O)c2cc(C(C)C)on2)no1,-2.0,-2.6,1.01,1.07,4.3,4.0%,1,-7.2,8.9
CCOc1ccc(/C(O)=C2/C(=O)C(=O)N(CCOCCO)C2c2cccnc2)cc1 (configuration not stated),2.9,-1.7,1.14,1.11,-18.5,3.0%,0.9,-2.1,-2.6
COc1cccc(N=C2SC(C(=O)Nc3ccc(F)cc3)CC(=O)N2C)c1 (configuration not stated),-0.5,0.2,0.97,1.15,3.5,6.0%,0.9,-1.3,-1.8
CCOC(=O)C1CCN(C(=O)COc2cc(C)c(Br)cc2C)CC1,-5.0,1.0,1.01,1.05,-16.8,10.0%,0.9,5.0,-8.7
O=C(CSc1ncn(-c2ccccc2)n1)Nc1nc2c(s1)CCCC2,2.7,-0.8,1.02,1.13,-5.4,1.0%,0.9,-19.2,-0.9
COc1ccc(N(CC(=O)O)S(C)(=O)=O)cc1OC,3.2,-2.2,1.03,1.08,-15.3,2.0%,1,7.5,-0.1
Cc1ccc(NC(=O)C2CCCN(S(=O)(=O)c3c(C)noc3C)C2)nc1 (configuration not stated),3.4,-1.7,1,1.14,6.8,6.0%,0.8,-18.5,2.0
CCc1ccccc1NC(=O)c1cc(C2CC2)on1,4.5,-3.2,1.05,1.1,-7.8,3.0%,0.9,-3.5,7.5
Nc1nc(NCc2ccccc2)nc(-c2ccccc2)n1,0.7,-2.8,1.02,1.06,-5.4,3.0%,0.9,-0.2,7.1
O=C(CCC(=O)c1cccs1)OCC(=O)c1ccc(Cl)s1,-7.7,-4.7,1,1.07,-6.7,4.0%,1,3.8,10.0
CN1CCN(C(=O)Cn2c(=O)oc3cc(S(=O)(=O)NCc4ccccc4)ccc32)CC1,3.0,-0.6,1.05,1.09,-7.2,5.0%,0.9,3.1,-1.3
COC(=O)CCC(=O)Nc1sc2c(c1C#N)CCCC2,0.9,2.2,0.99,1.05,-11.1,3.0%,0.9,6.0,2.5
Cc1c(C(=O)O)oc2ccc(S(=O)(=O)N3CC(C)CC(C)C3)cc12 (configuration not stated),5.7,-1.9,1.01,1.09,-30.1,5.0%,0.9,-11.9,7.8
CC(=O)Nc1ccc(S(=O)(=O)N2CCCC2C(=O)O)cc1 (configuration not stated),3.8,-0.7,1.03,1.05,14.6,1.0%,0.9,0.7,0.6
Cc1cc(C)c(C#N)c(SCC(=O)OC2CCCCC2)n1,-4.4,1.0,0.99,1.07,8.1,7.0%,0.9,-11.2,-9.7
Cc1ccccc1NC(=O)C1CC(Cl)=CCC1C(=O)O (configuration not stated),-9.3,-1.9,1.03,1.06,-12.8,6.0%,1,-1.6,-15.9
CSc1nsc(SC)c1NC(=O)OCCc1ccccn1,-1.1,0.0,1.03,1.07,-16.4,6.0%,0.9,-1.2,-26.7
CC1(C)Cc2c(sc3nc(SCC#N)n(C4CCCCC4)c(=O)c23)CO1,0.9,3.2,1.04,1.04,-4.6,3.0%,1,/,15.0
NC(=O)c1ccsc1NC(=O)c1ccco1,4.1,-2.0,1.14,1.12,19.9,6.0%,0.8,-1.1,19.1
CC(=O)N1CCN(c2ccc(NCc3ccc(F)cc3)cc2)CC1,-0.8,0.6,1.03,1.1,8.4,6.0%,1,-3.5,14.0
O=C(Nc1ccc(Cl)cc1)NC1CCS(=O)(=O)C1 (configuration not stated),4.8,-0.3,1.03,1.07,11.0,4.0%,0.9,-1.0,34.5
CN(C)Cc1cc(C(C)(C)c2cc(CN(C)C)c(O)c(CN(C)C)c2)cc(CN(C)C)c1O,2.0,74.6*,1.01,1.1,0.9,1.0%,1,-9.9,-6.2
O=C(CCCCCN1C(=O)c2ccccc2C1=O)Nc1ccc(S(=O)(=O)N2CCCCC2)cc1,1.6,1.8,0.97,1.08,-12.8,4.0%,1,-9.8,-5.4
NC(=O)CSc1nc(N)c2c3c(sc2n1)CCCCC3,1.1,1.8,1.01,1.07,-11.5,2.0%,0.9,/,-5.3
Cc1ccc(Oc2nc3c(c(=O)n(Cc4ccccc4F)c(=O)n3C)n2C)cc1,0.2,1.0,1.05,1.08,-9.0,2.0%,0.9,/,-4.2
Cn1c(SCC(=O)NCC2CCCO2)nc2c([nH]c3ccccc32)c1=O (configuration not stated),0.8,1.8,1.13,1.11,10.9,4.0%,/,16.5,7.1
Cc1nc2scc(-c3ccco3)c2c(=O)n1/N=C/N(C)C,3.0,1.1,1,1.12,21.3,1.0%,1,-6.0,-14.7
Cc1n[nH]c(C)c1S(=O)(=O)N1CCN(C2CCCCC2)CC1,12.6,0.5,1.03,1.04,-7.0,2.0%,0.8,4.5,1.0
Cc1ccc(Cn2c(CN(C)Cc3ccccc3)nc3c2c(=O)n(C)c(=O)n3C)cc1,6.5,0.0,1.02,1.12,-3.3,4.0%,0.9,3.2,-0.4
NC(=O)CN1C(=O)C2CCCCN2C(=O)c2ccccc21 (configuration not stated),-1.3,0.0,1,1.11,2.3,6.0%,0.8,-0.3,-0.4
O=C(O)CC1Sc2nc3ccccc3n2C1=O (configuration not stated),-3.5,12.8,1,1.08,-17.6,1.0%,0.9,/,-7.1
NC(=O)c1ccc(-n2nnnc2SCc2ccc(F)cc2)cc1,2.8,-4.2,0.98,0.85,-10.4,9.0%,0.9,5.4,0.1
CCCn1c(Sc2nnnn2-c2ccccc2)n[nH]c1=O,9.0,-2.3,0.99,1,-31.9,6.0%,1,0.0,-10.3
COc1ccccc1N1CCN(c2cc(=O)n(-c3ccc(Cl)cc3)c(=O)[nH]2)CC1,1.2,-3.6,1.07,1.06,-11.8,0.0%,1,1.3,-5.6
COc1cc(C(=O)Nc2ccc3c(c2)OCCO3)ccc1OC(C)C,-0.7,-1.8,1.04,1.07,45.4,6.0%,0.9,0.7,54.3*
Cc1ccc(Cn2nnc3c(=O)[nH]c(C(=O)NCc4ccco4)nc32)cc1,-3.6,-1.2,1,1.06,5.4,4.0%,0.9,-3.5,0.2
Cc1cc2nnc(SC3CCOC3=O)n2c2ccccc12 (configuration not stated),1.0,0.2,1.02,1.42,7.7,7.0%,0.9,1.2,-5.2
COc1cc2cc(C(c3nnnn3C3CCCC3)N(C)C3CCCCC3)c(=O)[nH]c2cc1OC (configuration not stated),-63.2,-2.4,1.04,1.93,28.0,9.0%,0.9,-8.3,9.8
Cc1cc(C)nc(N2CCC(C(=O)Nc3ccc(Oc4ccccc4)cc3)CC2)n1,-3.8,-2.8,1,1.02,3.6,3.0%,1,1.2,-8.6
CCOC(=O)N1CCC(N2C(=O)c3ccc(C(=O)NCc4ccc(F)cc4)cc3C2=O)CC1,-0.6,3.4,1.02,1.07,4.8,5.0%,0.9,-6.3,2.0
CCOc1ccc(-c2nc(C#N)c(N3CCCCCC3)o2)cc1,-161.1[fluorescence artefact?],-0.4,1,2.43*,-1.0,4.0%[fluoresces],0.8,16.0,3.0

# Reprinted at random: three records from the list.
SMILES,MMP-13 inhibitor,5HT1a ag,Abs 340nm,Fluor 339 460,RORa activator,NADH enzymes,TNAP act DEA,5HT1a antag,SF-1 act
O=C(O)CC1Sc2nc3ccccc3n2C1=O (configuration not stated),-3.5,12.8,1,1.08,-17.6,1.0%,0.9,/,-7.1
NC(=O)c1ccc(-n2nnnc2SCc2ccc(F)cc2)cc1,2.8,-4.2,0.98,0.85,-10.4,9.0%,0.9,5.4,0.1
CCOc1ccc(-c2nc(C#N)c(N3CCCCCC3)o2)cc1,-161.1[fluorescence artefact?],-0.4,1,2.43*,-1.0,4.0%[fluoresces],0.8,16.0,3.0

# Continued.
SMILES,MMP-13 inhibitor,5HT1a ag,Abs 340nm,Fluor 339 460,RORa activator,NADH enzymes,TNAP act DEA,5HT1a antag,SF-1 act
CN(C)CCCN1C(=O)C(=O)/C(=C(/O)c2ccc(OCc3ccccc3)cc2)C1c1cccnc1 (configuration not stated),0.4,-0.1,1.04,1.14,3.5,1.0%,1,8.5,8.2
CCCCN(C)C(=O)Cn1cnc2sc(C)cc2c1=O,-2.0,-1.5,1.01,1.11,-15.7,4.0%,1,-1.2,12.9
N#Cc1nc(-c2ccccc2F)oc1NCCN1CCOCC1,-66.0[fluorescence artefact?],-4.0,1.09,2.12*,-16.7,13.0%[fluoresces],1,2.6,4.2
CCCOC(=O)c1ccc(Oc2c(-c3ccc(O)cc3O)n[nH]c2C)cc1,1.8,1.9,1.04,1.21,-7.0,1.0%,1.2,5.3,1.9
COc1cc(-c2nnc(SCC#CCO)o2)cc(OC)c1OC,-5.7,-3.6,1.03,1.13,-6.6,5.0%,0.9,1.3,-9.0
COc1ccc(-c2nnc3sc(-c4ccccn4)nn23)cc1,-3.7,-3.5,1.07,1.14,3.4,2.0%,0.9,-11.3,-20.9
CN(C)/C=N/c1c(C#N)nnn1Cc1ccccc1,-1.9,0.6,1.01,1.05,-21.1,3.0%,0.9,13.4,-2.6
O=S(=O)(NCCc1csc(-c2cccnc2)n1)c1ccc(Cl)s1,2.7,-1.1,1.08,1.11,-16.7,1.0%,0.9,-8.4,-18.8
O=C1c2ccccc2C(=O)N1Cc1nc2ccccc2c(=O)n1CCCN1CCOCC1,-3.7,-0.2,1.05,1.07,-5.2,4.0%,0.9,-4.7,8.1
COc1ccc(-n2c(Cc3cc(=O)[nH]c(=O)[nH]3)nnc2SCC(=O)N2CCC(C)CC2)cc1,0.0,-0.4,1.04,1.12,-15.8,3.0%,0.9,-2.3,6.3
CCc1ccc(C(=O)NCC2COc3ccccc3O2)o1 (configuration not stated),0.6,-1.1,1.04,1.12,18.1,2.0%,0.9,0.5,24.9
CC(C)N(C(=O)COC(=O)c1ccccc1C(=O)N1CCN(c2ccc(F)cc2)CC1)C(C)C,1.9,-0.3,0.99,1.04,8.4,3.0%,0.9,-5.2,-1.3
CCCc1cc(C(=O)NCC(C)C)no1,0.1,0.6,1.02,1.01,9.6,3.0%,0.9,-15.1,23.7

# Screening data as filed in PubChem.
